ELG1 genotox = inducers of genotoxicity in HEK293T ELG1-luciferase cells; HEK293T ELG1-luciferase reporter, luminescence, 16 h; Potency, µM (top dose mostly 46 µM), inactives show at the top dose activity change, positive = activation, actives largely listed as activators; 330,000 compounds, 1.3% hits; AID 504466; note: potency is the fitted concentration of half-maximal effect; % of control where 0% means no effect; nearly all actives have a fitted effect of over 60% in size
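Screening used a luciferase reporter fused to human ELG1 in HEK293T cells. Luminescence was read on a CCD plate imager after 16 hr exposure and 30 min ONE-Glo incubation.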
p53 reactivator = mutant p53 re-activation in reporter cells; H1299 p53-A138V BP100-luciferase reporter, luminescence, 24 h; Potency, µM (titrated, usually from 92.2 µM), for the others: at the top dose activity change, positive = activation, most hits filed as activators; 320,000 compounds, 0.063% hits; AID 504706; note: potency is the fitted concentration of half-maximal effect; % of control where 0% means no effect; nearly all actives have a fitted effect of over 45% in size
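H1299 (p53-null), stable ts p53-A138V + BP100-Luc; 1000 cells/well, Opti-MEM/10% FBS; cpd 4 pt, 1:5; 24 h, 37 deg C, 5% CO2; detection reagent 10 min RT; luminescence.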
RORg inh = ROR gamma (mouse) transcription inhibition; P51450; Potency, µM (highest dose often 53.6 µM), inactives show top-dose activity change, negative = inhibition, most hits filed as inhibitors; Drosophila S2 Gal4-RORgamma UAS-luciferase reporter, 20 h; 310,000 compounds, 5.4% hits; note: potency is the fitted concentration of half-maximal effect; % is set by controls: 0 for no effect and ±100 for the full control effect; nearly all actives have a fitted effect of over 60% in size
Target sequence (P51450 whole entry, looked up, the tested form may be a part): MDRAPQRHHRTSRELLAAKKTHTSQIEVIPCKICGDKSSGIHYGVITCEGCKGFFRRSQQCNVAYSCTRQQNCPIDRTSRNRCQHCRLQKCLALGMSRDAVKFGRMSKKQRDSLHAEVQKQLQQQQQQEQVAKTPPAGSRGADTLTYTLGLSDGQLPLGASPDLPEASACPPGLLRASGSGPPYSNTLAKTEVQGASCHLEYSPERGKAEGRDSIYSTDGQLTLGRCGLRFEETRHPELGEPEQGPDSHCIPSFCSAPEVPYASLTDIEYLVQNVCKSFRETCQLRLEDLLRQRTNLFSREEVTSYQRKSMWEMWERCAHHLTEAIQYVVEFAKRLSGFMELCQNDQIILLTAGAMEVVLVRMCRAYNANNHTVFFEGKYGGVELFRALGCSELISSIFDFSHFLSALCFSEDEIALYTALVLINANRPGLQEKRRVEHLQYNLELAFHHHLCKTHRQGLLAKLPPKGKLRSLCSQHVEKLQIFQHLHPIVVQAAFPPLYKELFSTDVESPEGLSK
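Schneider cells (Drosophila), stable Gal4 DBD–ROR gamma + UAS-luc; 1 hr cmpd preincubation; Cu2+ induction 700 uM final; 20 hr ambient; luminescence.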
BRCA1 expr act = increases BRCA1 expression | MCF7-BRCA1-FFLuc reporter, luminescence, 48 h; response scale: scaled: vehicle 0%, 10 µM genistein 100% | Potency, µM (titrated, usually from 46.1 µM), for inactives: top-dose activation, usual class: activators | 380,000 compounds, 1.1% hits | AID 624202; note: potency is the fitted concentration of half-maximal effect; nearly all actives have a fitted effect of over 80% in size; some results filed as inactive show a strong effect at the top dose
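Compounds are tested at multiple concentrations on MCF7 BRCA1-luciferase reporter cells seeded at 2000 per well; after 48 h, a single luminescence end-point is taken and curves fitted to the normalized data.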
Giardia kill = kills Giardia lamblia; Giardia lamblia trophozoite viability; activity change, % at 7.66 µM, hits read low; 340,000 compounds, 0.15% hits; in the data active = activity change below about -80%; inconclusive = between about -30% and that limit;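 note: parasites exposed to compound for two days anaerobically before the ATP read; % is set by controls: 0 for no effect and ±100 for the full control effect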
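Trophozoite viability was measured as ATP-dependent luminescence, read 15-30 min after reagent addition. Before that, parasites at 100 cells/well were exposed to compounds for 48 h, anaerobically, at 37 deg C.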
FLuc modulator = counter-screen for miR-21 project: firefly luciferase inhibitors or activators; P08659; purified FLuc, Km substrates, luminescence inhibition; Potency, µM (highest dose often 57.5 µM), inactives show top-dose activity change, negative = inhibition, actives largely listed as inhibitors; 360,000 compounds, 6.9% hits; AID 588342;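 note: potency is the fitted concentration of half-maximal effect; plate controls were vehicle for no effect and reference inhibitor for full effect; nearly all actives have a fitted effect of over 55% in size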
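Purified P. pyralis luciferase, 10 nM final, with Km-level 10 uM D-luciferin and 10 uM ATP in 50 mM Tris acetate pH 7.5, 10 mM Mg acetate, 0.01% Tween-20, 0.05% BSA; 6-point qHTS titration about 60 µM downward; luminescence read.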
Gal4-VP16 FLuc = inhibits Gal4-VP16 luciferase reporter, ROR gamma counter-screen | Drosophila S2 Gal4-VP16 UAS-luciferase, luminescence, 20 h | Potency, µM (titrated, usually from 53.6 µM), for the others: at the top dose activity, negative = inhibition, hits mostly inhibitors | 310,000 compounds, 3.5% hits;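 note: Gal4-VP16 expression switched on by copper sulfate through the metallothionein promoter; potency is the fitted concentration of half-maximal effect; % is set by controls: 0 for no effect and ±100 for the full control effect; nearly all actives have a fitted effect of over 50% in size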
NPC1 promoter act = activates the NPC1 promoter; Huh7 NPC1 promoter luciferase reporter, 24 h; Potency, µM (highest dose often 9.22 µM), inactives show top-dose activation, usual class: activators; 320,000 compounds, 2.4% hits; AID 485313;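 note: potency is the fitted concentration of half-maximal effect; % of control where 0% means no effect; nearly all actives have a fitted effect of over 60% in size; reporter is driven by a mutant NPC1 promoter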
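Luminescence from an NPC1 promoter-driven luciferase reporter in stably transfected Huh7 cells was measured after 24 h compound treatment at 37 °C, followed by 10 min ambient incubation with luciferase detection reagent.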
Menin-MLL TR inh = inhibitors of human menin-MLL interaction, mutant MLL peptide; O00255; Menin + Texas Red MLL mutant peptide, fluorescence polarization; Potency, µM (top dose mostly 61.6 µM), for the others: at the top dose FP activity change, negative = inhibition, usual class: inhibitors; 270,000 compounds, 0.23% hits; active = well fitted inhibition curve with a large enough effect in the polarisation, with a control signal flat, not every such curve was filed as active; inconclusive = small, poorly fitted or top-dose-only effect, or effect the other way, or a change in a side signal; inactive = no such curve, though single readings can be large or run the other way; the % refers to the polarisation; note: potency is the fitted concentration of half-maximal effect; % of control where 0% means no effect; many of its hits are not listed in these tables
Target sequence (O00255 whole entry, looked up): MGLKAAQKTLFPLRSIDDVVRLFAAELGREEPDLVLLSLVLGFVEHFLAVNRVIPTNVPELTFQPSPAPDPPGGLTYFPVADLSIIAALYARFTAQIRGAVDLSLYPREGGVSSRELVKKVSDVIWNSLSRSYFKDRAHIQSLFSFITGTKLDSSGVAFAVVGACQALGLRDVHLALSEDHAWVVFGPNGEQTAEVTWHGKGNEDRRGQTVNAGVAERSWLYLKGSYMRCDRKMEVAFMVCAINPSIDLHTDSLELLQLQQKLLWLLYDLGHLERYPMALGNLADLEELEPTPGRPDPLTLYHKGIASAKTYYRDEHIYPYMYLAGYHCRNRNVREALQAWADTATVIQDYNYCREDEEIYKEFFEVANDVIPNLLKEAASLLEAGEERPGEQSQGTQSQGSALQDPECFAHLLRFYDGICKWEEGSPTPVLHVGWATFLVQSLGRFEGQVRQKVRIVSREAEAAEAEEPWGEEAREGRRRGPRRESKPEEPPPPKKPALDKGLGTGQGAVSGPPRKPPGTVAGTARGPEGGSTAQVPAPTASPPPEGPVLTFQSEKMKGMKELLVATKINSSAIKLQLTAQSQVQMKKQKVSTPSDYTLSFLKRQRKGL
PKM2 act = activators of human pyruvate kinase M2; 260,000 compounds, 0.34% hits; AID 1631; P14618; purified PKM2, Kinase-Glo ATP luminescence, activation; response scale: 0% is enzyme alone, no compound; Potency, µM (highest dose often 57.5 µM), inactives show at the top dose activation, actives largely listed as activators; note: potency is the fitted concentration of half-maximal effect; % is set by controls: 0 for no effect and ±100 for the full control effect; nearly all actives have a fitted effect of over 55% in size
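hPK-M2, >95% pure; 0.1 mM ADP / 0.5 mM PEP final; imidazole pH7.2 buffer w/ 7 mM MgCl2, 50 mM KCl; 1 h RT; Kinase-Glo lum. Intermediate enzyme activity for dual inhibitor/activator qHTS.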
Rab9 promoter act = Rab9 promoter activation; Huh7 Rab9 promoter-luciferase reporter, luminescence, 24 h; 320,000 compounds, 2.8% hits; Potency, µM (doses to about 9.22 µM), for inactives: at the top dose activation, negative = inhibition, hits mostly activators; note: potency is the fitted concentration of half-maximal effect; % of control where 0% means no effect; nearly all actives have a fitted effect of over 60% in size
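Huh7 reporter line, Rab9 promoter upstream of luciferase. Compound exposure 24 h at 37 °C in reduced-serum medium with 10% FBS. Read-out: luminescence.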
The depositor's hits bear a star; ? = inconclusive; / = no result given; & = joins results of further samples; [ ] = another dose, or the depositor's remark. Unless noted, calls come from the whole dose curve; as a rule, active = well fitted curve in the direction sought with a large enough effect; inconclusive = small, poorly fitted or top-dose-only effect, or another doubt; inactive = no such curve, though single readings can be large; an effect the other way counts as inactive or inconclusive. Only part of the results is shown, so the mix of outcomes need not match the whole.

SMILES	ELG1 genotox	p53 reactivator	RORg inh	BRCA1 expr act	Giardia kill	FLuc modulator	Gal4-VP16 FLuc	NPC1 promoter act	Menin-MLL TR inh	PKM2 act	Rab9 promoter act
O=C(COc1ccc(OCc2ccccc2)cc1)NC1CCOC1=O (configuration not stated)	-1%	2%	-3%	-16%	0	21µM*	1%	1%	?	1%	-24%
COc1ccc(-c2nc(C#N)c(N3CCCCCC3)o2)cc1OC	5%	10%	23%	-11%	11	?	-5%	-4%	-6%	-5%	1%
Cc1ccc(NC(=O)CS(=O)CC(=O)N(c2ccccc2)C(C)C(=O)NC2CCCC2)cc1 (configuration not stated)	1%	0%	-6%	-3%	-16	4%	10%	2%	2%	5%	2%
O=C(/C=C/c1cccc([N+](=O)[O-])c1)OCC(=O)N1CCOCC1	1%	4%	/	-3%	-9	3%	/	-3%	/	/	-3%
N#CC1CCN(C(=O)c2ccc3c(Cl)c4c(nc3c2)CCCC4)CC1	1%	-4%	-42%	-52%	12	4%	-2%	0%	-11%	-3%[0.46 µM]	-2%
Cc1noc(NS(=O)(=O)c2ccc(N/C=C/C(=O)c3ccc(F)cc3)cc2)c1C	-5%	24%	8%	15%	0	21µM*	-3%	5%	8%	-7%	17%
Cc1nnc(C)n1/N=C/c1ccc(C(C)C)cc1	7%	-9%	-8%	-11%	-9	-15%	-2%	1%	-7%	-4%	1%
CCCc1nc2oc3c(N4CCNCC4)ncnc3c2c2c1CCCC2	-4%	?	-6%	/	/	-2%	-11%	-1%	?	-2%	-6%
CCCCOC(=O)CCc1c(C)n[nH]c1C	-1%	-2%	-15%	12%	-2	-1%	-5%	1%	/	-6%	-2%
Cc1ccc(NC(=O)CN2C(=O)/C(=C3\SC(=S)N(C4CCS(=O)(=O)C4)C3=O)c3ccccc32)cc1 (configuration not stated)	-2%	-4%	-5%	-1%	3	3%	-2%	-15%	9%	2%	-11%
Cc1ccc(NC2=CC(=O)CCC2)cc1C	0%	0%	?	-48%	13	0%	14%	2%	-5%	5%	-3%
Cc1oc2ccc(OC(C(=O)O)c3ccccc3)cc2c1C(=O)O (configuration not stated)	1%	0%	14%	-8%	-9	2%	3%	0%	1%	/	-2%
COc1ccc2c(c1)CCc1c(C(=O)N(C)c3ccccc3)noc1-2	?	19%	40%	?	-10	13µM*	19%[10 µM]	?	-10%	2%	?
CCOc1ccc(S(=O)(=O)NCCC(=O)N2CCN(Cc3ccccc3)CC2)cc1	-1%	6%	/	-29%	-24	-1%	/	-2%	/	/	-7%
Cc1ccc(C2(C)NC(=O)N(CC(=O)c3ccc(Cl)s3)C2=O)cc1 (configuration not stated)	-1%	-3%	27%	-26%	1	2%	0%	-3%	?	-7%	-4%
CCOC(=O)c1ccccc1NC(=O)c1cc2ccccc2o1	-15%	/	5%	-4%	15	?	-7%	-2%	0%	-1%	?
COc1ccc(CCNC(=O)c2ccc(CS(=O)(=O)c3ccc(Br)cc3)o2)cc1OC	-19%	-5%	?	-22%	-11	2%	-7%	-9%	-8%	-3%	-9%
COc1ccccc1NC(=O)CC1C(=O)Nc2c1c(=O)n(C)c(=O)n2C (configuration not stated)	1%	-4%	17%	-9%	8	1%	4%	-2%	28%	21%	6%
CN(C)c1ccc(/C=N\NC(=S)SCN2C(=O)C3CCC(C)(C2=O)C3(C)C)cc1 (configuration not stated)	1%	?	0.32µM*	-4%	2	8.5µM*	?	4%	-22%	7%	10%
COc1ccc(S(=O)(=O)Cc2ccc(C(=O)NC3CCCCC3)o2)cc1	0%	1%	19%	-2%	39[activator]	1%&-8%	-3%	-3%	/	/	4%
Cc1ccccc1C(=O)Nc1ccc(O)c2c(=O)cc(-c3ccccc3Cl)oc12	-9%	-2%	24%&-34%	27%	-11&40	0%	5%&-4%	1%	16%	-7%	-3%
CC(=O)OC1C2CCC1C([N+]1(C)CCCCC1)CC2 (configuration not stated)	-1%	-2%	7%	-2%	-8	2%	1%	0%	-17%	0%	0%
CCOc1ccccc1C(=O)N(C)CC(=O)Nc1ccc(OC)cc1	-2%	-3%	-2%	2%	14	5%	4%	-6%	18%	/	-2%
CCCn1cnc2c(cnn2-c2ccc(F)cc2)c1=O	11%	?	27%	122%	2	?	-15%	?	-24%	-3%	?
COCCCN1CC23C=CC(O2)C(C(=O)O)C3C1=O (configuration not stated)	1%	3%	?	0%	2	0%	-1%	-2%	2%[11.7 µM]	-17%	10%
Cc1cc(OCC(=O)NCc2ccncc2)ccc1Cl	-1%	-4%	1%	-31%	-14	-1%	-3%	1%	-10%	3%	-3%
O=S(=O)(c1ccc(Cl)c(NC(=S)N/N=C/c2c(F)cccc2F)c1)N1CCOCC1	2%	0%	2µM*	-41%	1	4%	1.8µM*	-4%	-21%	6%	-5%
NNC(=O)c1cncc(Br)c1	-4%	4%	1%	-14%	-18	-2%	-12%	-4%	/	7%	-8%
CC(OC(=O)c1ccc2ccccc2c1)C(=O)N(C)Cc1ccccc1 (configuration not stated)	-2%	3%	/	-16%	-16	?	/	0%	/	/	2%
COc1ccc(C2C=C(c3ccc(Cl)cc3)Nc3nc(NC(C)=O)nn32)cc1 (configuration not stated)	-1%	1%	16%[10 µM]	/	/	-2%	1%	5%	-4%	-5%	-4%
CC1CN(c2nc(-c3ccc(Br)cc3)nnc2-c2ccccc2)CC(C)N1 (configuration not stated)	-7%	0%	-2%	-91%	3	3%	?	-6%	/	2%	3%
O=C(O)c1ccc(N2C(=O)/C(=C\c3ccccc3)N=C2c2ccccc2)cc1	4%	-7%	?	-3%	15	?	-15%	2%	28%	4%	-7%
Cc1ccc(O)c(CNc2nc3ccccc3n2C)c1	8%	7%	?	82%	2	?	6%	20%	8%	0%	22%
COc1ccc(S(=O)(=O)N2CCN(Cc3cccnc3)CC2)cc1	-1%	/	/	-2%	-14	-1%	/	1%	10%	-1%	3%
O=C(NCCCN1CCOCC1)c1ccc2c(c1)N(Cc1c(F)cccc1Cl)C(=O)CS2	-5%	-2%	30%	-25%	4	0%	6%	-1%	-16%	7%	-5%
COc1ccc(C)cc1S(=O)(=O)N(C)CC(=O)Nc1ccc2c(c1)OCO2	-4%	-12%	-29%	8%	-2	-3%	-4%	-2%	-7%	2%	-4%
Cc1cccc(NC(=S)/N=C(\N)Nc2nc(C)c3ccccc3n2)c1	-3%	?	2.2µM*	-46%	-5	?	5µM*	0%	?	-3%	-10%
O=C(NC(=S)Nc1c(F)cc(F)cc1Br)c1ccc2c(c1)OCCO2	4%	-9%	7.9µM*	?	-5	-15%	?	-2%	-22%	2%	-3%
CC(C)c1cc(-c2n[nH]c(=S)n2Cc2ccccc2)cs1	-3%	-4%	0.56µM*	1%	-11	1%	?	1%	/	2%	-1%
Cc1ccc(CONC(=O)c2ccc(C)cc2)cc1	?	?	/	?	-17	13µM*	/	?	/	/	?
COc1ccccc1NC(=S)N/N=C1\CC(C)(C)Oc2ccc(O)cc21	-12%	-1%	?	-29%	38[activator]	0%	?	0%	?	-2%	3%
Cc1ccc(C(=O)CSc2nc3ccccc3c(=O)n2N)o1	?	21%	?	?	11	12µM*	?	4µM*	-19%	15%	3.5µM*
Cc1noc(C)c1CSCC(=O)Oc1ccc(N(C)S(=O)(=O)c2ccccc2)cc1	3%	-4%	/	-3%	9	6%	/	1%	/	/	-2%
COc1ccc(C(=O)NCc2cc(C)nc3ccccc23)cc1OC	-3%	0%	-59%	-22%	-10	-3%	3%	-8%	2%	-11%	0%
CCCCN(CC)CCNc1c(N2CCN(C(=O)OCC)CC2)c(=O)c1=O	-1%	8%	-20%	-13%	18	-3%	1%	1%	-12%	-9%	-3%
Cc1ccc(NC(=O)NCCCN2CCCC2=O)c(C)c1	2%	1%	20%	3%	2	0%	24%	0%	/	2%	0%
c1ccc(Nc2n[nH]nc2-c2ccccc2)cc1	3%	-4%	-11%	-1%	-1	0%	5%	1%	16%	-3%	2%
CC(=O)Oc1ccc(C(=O)Nc2cccnc2)cc1	-7%	13%	-5%	-6%	-17	-18%	7%	-4%	-6%	-18%	4%
COc1ccc(-n2c(C)nc3sc4c(c3c2=O)CCC4)cc1	-3%	-2%	17%	-18%	-20	-9%	-4%	-2%	8%	22%	-1%
COc1ccccc1Nc1nc(N)nc(CN2CCN(c3ccccc3F)CC2)n1	-3%	7%	1.8µM*	-14%	5	-1%	7.9µM*	-7%	-3%	14%	-6%

Screening data: PubChem BioAssay, National Center for Advancing Translational Sciences (NCATS)
